Bioassay records: PubChem, several laboratories
Rtt109 Vps75 = C. albicans Rtt109 histone acetyltransferase inhibition; Q5AAJ8; actives 0.16% (n = 330,000); purified Rtt109/Vps75, ThioGlo CoA-SH fluorescence, 4 h; inhibition, % at 34.9 µM;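 active = inhibition of at least 50% in every replicate; inconclusive = best replicate reaches 50% inhibition but some replicates fall short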
CAL PDZ FP-1 = inhibitors of human CAL PDZ peptide binding; purified CAL PDZ, TMR-peptide fluorescence polarization, 1 h; inhibition, % at 20 µM; actives 0.02% (n = 330,000); AID 504414;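 active = highest replicate inhibition of at least 40%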;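 also: plate controls were DMSO neutral control wells for no effect and unlabeled competitor peptide control wells for full effect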
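Read-out basis: mP drop reported as inhibition | Assay system: Tagged CAL PDZ protein CerCALP, purified | Benchmarks: Unlabelled peptide for full inhibition, DMSO wells as neutral | Schedule: 1 h incubation at room temperature before polarization reading | Buffer or medium: Sodium phosphate/NaCl buffer pH 7.4 with TCEP, IgG, Thesit | Doses: Single point, 20 µM | Measured by: Fluorescence polarization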
MITF TRPM1 HTS = activators of MITF-driven TRPM1 promoter activity in SK-MEL-5 cells; SK-MEL-5 TRPM1-promoter luciferase, 24 h; % of positive control, neutral wells = 0; activation, % at 12.5 µM; actives 0.75% (n = 300,000); AID 588334;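 active = mean activation of at least 80% with every replicate also reaching 80%; inconclusive = mean reaches 80% but some replicate falls short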;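 also: 0% = neutral control wells and 100% = parthenolide positive control wells; values of inactives mirror those of a sister screen read the other way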
Wnt act = activators of Wnt/beta-catenin signaling; Wnt/beta-catenin reporter cell assay, activator, plate reader; activation, % at 9.35 µM; actives 1.2% (n = 300,000); AID 743398; in the data active = activation above about 30%, passing the limit was not always enough; inconclusive = no clear call, values can overlap the other calls;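 also: 0% = neutral control wells and 100% = positive control wells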
Tat transport = inhibitors of E. coli Tat protein transport; AID 488895; actives 0.036% (n = 340,000); E. coli MC4100 TorA-mCherry Tat export, fluorescence; inhibition, % at 10 µM;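 active = mean replicate inhibition at least 50% and at least half of replicates individually reaching 50%; inconclusive = only one of the two criteria met; inactive = neither criterion met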;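 also: exported cargo escapes ClpAP degradation while cytoplasmic cargo is degraded and loses fluorescence; 0% = median of neutral control wells and 100% = median of NaSCN control wells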
dFosB act = enhances mouse delta FosB homodimer DNA binding; P13346; purified delta FosB, TAMRA-CDK5 oligo fluorescence polarization; percent of positive-control signal above neutral wells; activation, % at 25 µM; actives 0.99% (n = 340,000); AID 493131;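 active = mean activation above about 17%, with every replicate also reaching it, limit read from the data, passing the limit was not always enough; inconclusive = only one of the two conditions met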;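 also: fluorescence polarization rise as delta FosB binds a TAMRA Cdk5 AP-1 oligo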
Target sequence (P13346 whole entry, looked up): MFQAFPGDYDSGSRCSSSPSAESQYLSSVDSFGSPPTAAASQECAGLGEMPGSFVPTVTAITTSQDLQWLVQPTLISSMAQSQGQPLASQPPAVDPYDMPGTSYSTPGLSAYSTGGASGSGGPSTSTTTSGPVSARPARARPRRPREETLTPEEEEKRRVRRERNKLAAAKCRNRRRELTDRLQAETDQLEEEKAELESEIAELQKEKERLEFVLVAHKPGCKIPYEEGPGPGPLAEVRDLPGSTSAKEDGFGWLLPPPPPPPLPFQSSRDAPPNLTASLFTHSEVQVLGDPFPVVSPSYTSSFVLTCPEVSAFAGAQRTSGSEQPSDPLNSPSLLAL
cardiac RTF act = increases calcium sensitivity of human cardiac regulated thin filaments. P19429+P45379. activation, % at 7.2 µM. actives 0.24% (n = 340,000). IANBD-labeled TnC RTF fluorescence at EC20 calcium; 0% EC20 calcium, 100% full calcium;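 active = activation above the mean over all tested compounds plus 3 SD, cut at about 30% in these data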;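 also: rise in fluorescence read as greater calcium sensitivity of cardiac thin filaments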
CAL PDZ FP-2 = inhibitors of human CAL PDZ peptide binding | Q9HD26 | purified CAL PDZ, TMR-peptide fluorescence polarization, 1 h | inhibition, % at 24.9 µM | actives 0.92% (n = 300,000) | AID 602252;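 active = mean inhibition of at least 30% with at least half of replicates also reaching 30%; inconclusive = no clear call, values can overlap the other calls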;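 also: 0% = DMSO neutral control and 100% = excess unlabeled competitor peptide PRC23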
CDK5 inh = CDK5/p35 (human) kinase inhibition | Q00535+Q15078 | Recombinant CDK5/p35, ADP-Glo luminescence, 60 min | inhibition, % at 10 µM | actives 0.01% (n = 330,000);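 active = highest replicate inhibition of at least 50% and at least 75% of replicates reaching 50%; inconclusive = only one of the two criteria met; inactive = both criteria failed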;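 also: plate controls were DMSO neutral control for no effect and GW8510 at 10 µM for full effect; many of its hits are not listed in these tables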
Target sequence (Q00535 whole entry, looked up): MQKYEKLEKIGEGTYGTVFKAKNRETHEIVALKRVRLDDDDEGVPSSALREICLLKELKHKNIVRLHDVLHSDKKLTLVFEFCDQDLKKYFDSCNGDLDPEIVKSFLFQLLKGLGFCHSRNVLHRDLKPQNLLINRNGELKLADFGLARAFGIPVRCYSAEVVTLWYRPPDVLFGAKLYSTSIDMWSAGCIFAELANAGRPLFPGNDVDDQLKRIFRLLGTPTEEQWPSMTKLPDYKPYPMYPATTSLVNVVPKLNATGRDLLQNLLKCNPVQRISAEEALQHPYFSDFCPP
Target sequence (Q15078 whole entry, looked up): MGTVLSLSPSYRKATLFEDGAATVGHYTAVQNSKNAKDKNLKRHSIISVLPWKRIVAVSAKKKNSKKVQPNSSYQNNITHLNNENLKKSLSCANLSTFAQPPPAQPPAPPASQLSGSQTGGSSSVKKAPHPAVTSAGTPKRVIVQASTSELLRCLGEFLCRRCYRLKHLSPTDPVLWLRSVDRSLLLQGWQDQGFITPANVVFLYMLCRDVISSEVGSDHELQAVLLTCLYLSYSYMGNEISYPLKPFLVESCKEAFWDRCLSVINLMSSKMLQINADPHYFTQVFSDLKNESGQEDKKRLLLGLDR
V-ATPase pHluor = yeast V-ATPase proton transport regulation by pHLuorin; S. cerevisiae, pHLuorin cytosolic pH fluorescence; response, % at 10 µM; actives 0.37% (n = 350,000); AID 504577; in the data active = response mostly above about 7.3%, no sharp cut-off; inactive = mostly below about 5.4%; also: actives read high; inactives centre near 0; some compounds called inactive have numbers as strong as hits
Starred values were filed as active, the others as inactive; ? = inconclusive; . = not tested or not shown. The order is random (roughly 4.1% active in at least one column).

item	smiles	Rtt109 Vps75	CAL PDZ FP-1	MITF TRPM1 HTS	Wnt act	Tat transport
1	Cc1c(-c2ccccc2)nc2ccccc2c1C(=O)O	3	-2.8	-13	1	8
2	CC(C)c1ccc(N=C2NN=C(c3cccs3)CS2)cc1	.	-0.5	100*	-3	5
3	COc1ccc2[nH]cc(CCNC(C)=O)c2c1	-2	0.3	0	1	-5
4	O=C(NC12CC3CC(CC(C3)C1)C2)N(Cc1ccccc1)Cc1ccncc1	-12	0.7	8	-1	9
5	C[C@@H]1[C@H](O)C[C@@]23COC(=O)C2=CCC[C@@H]3[C@@]1(C)CC/C(=C/CO)CO	1	-0.4	-15	-1	5
6	COc1ccccc1N1CCN(CCCCN2C(=O)c3ccccc3C2=O)CC1	-9	-0.9	4	0	-9
7	CCOc1ccccc1C(=O)Nc1ccc(S(=O)(=O)N2CCN(C)CC2)cc1	8	-0.1	-2	-1	1
8	CC(=O)N1CCC2(CC1)C/C(=N\NC(=S)Nc1ccccc1C)c1cc(O)ccc1O2	-2	-5.6	-7	0	1

item	dFosB act	cardiac RTF act	CAL PDZ FP-2	CDK5 inh	V-ATPase pHluor
1	-6	6	.	-0.8	-2
2	-17	4	-5	-1.3	0
3	1	3	-1	-0.1	-2
4	-2	3	-5	1.6	0
5	-5	0	2	-1.1	-2
6	-1	1	-3	0.1	5
7	-14	4	-1	0.8	3
8	-2	-2	.	-3.3	1

Other structures:
item	smiles	Rtt109 Vps75	CAL PDZ FP-1	MITF TRPM1 HTS	Wnt act	Tat transport
9	CC(C)OC(=O)Cn1nc(C(c2ccccc2)c2ccccc2)oc1=O	2	0.8	.	0	1
10	COc1ccc(S(=O)(=O)N2CCCCCC2)cc1C(=O)N(C)Cc1ccccc1F	2	-2.2	-3	-4	-1
11	Cc1ccc(S(=O)(=O)N(C)C2(C)CCS(=O)(=O)C2)cc1 (stereo unspecified)	-3	0.7	-5	.	2
12	Cc1ccc(N(C(=O)c2csnn2)C(C(=O)NC2CCCCC2)c2ccccn2)cc1 (stereo unspecified)	-7	-2.2	2	0	5
13	COc1cc2c(cc1OC)CN(C(=O)c1cccc(S(=O)(=O)N3CCc4ccccc43)c1)CC2	11	-1.9	-35	-4	7
14	O=S(=O)(CCNCc1ccco1)NCc1ccccc1	1	-0.4	-4	-2	-5
15	Cc1cc(N)ccc1N1CCCC1	2	3.3	-22	.	0
16	NS(=O)(=O)c1ccc(S(=O)(=O)N(Cc2ccccc2F)CC2CCCO2)cc1 (stereo unspecified)	-4	-1.2	8	.	-14

item	dFosB act	cardiac RTF act	CAL PDZ FP-2	CDK5 inh	V-ATPase pHluor
9	-9	1	-3	0.2	4
10	-7	0	-3	-1.3	1
11	-4	6	-3	0.6	-1
12	2	-8	-2	0.9	3
13	-4	-4	-7	-0.2	1
14	-2	-6	-9	0.1	0
15	-11	4	1	1.4	-3
16	-2	8	-2	-3.4	3

Next results follow.
item	smiles	Rtt109 Vps75	CAL PDZ FP-1	MITF TRPM1 HTS	Wnt act	Tat transport
17	CCOC(=O)SC1=N/C(=C\c2ccc(N(C)C)cc2)C(=O)S1	-2	0.1	-8	3	-12
18	CC(C(=O)N1CCCC1)N(C)CC(=O)Nc1cccc(F)c1 (stereo unspecified)	2	0.2	-7	4	-15
19	CCOC(=O)Cn1c(=O)n(Cc2ccc(C)cc2)c(=O)c2cccnc21	2	-2.1	12	5	5
20	COc1ccc(CCN2C(=O)CC(NNc3ccc([N+](=O)[O-])cc3)C2=O)cc1OC (stereo unspecified)	27	0.1	-12	-4	-2
21	CCc1cccc(NC(=O)COC(=O)c2cc(=O)c3ccccc3o2)c1	-12	0.0	20	0	-9
22	CCN(CC)CCN(C(=O)c1ccc2c(c1)CCCC2)c1nc2ccc(OC)cc2s1	20	-2.0	6	-4	9
23	CN(C)C1=NCCN1CCc1cccc(F)c1	-8	0.7	4	-3	-30
24	CC(C)Cc1oc(C(=O)O)cc1CN1CCOCC1	1	-0.3	-3	-1	-6

item	dFosB act	cardiac RTF act	CAL PDZ FP-2	CDK5 inh	V-ATPase pHluor
17	10	3	11	1.4	0
18	0	10	2	1.1	-5
19	-1	-4	-6	0.5	0
20	-1	2	-8	-1.1	0
21	-6	-3	-2	1.0	-7
22	23*	-3	-3	-1.3	-4
23	1	1	1	0.2	-5
24	-7	-1	-3	0.0	-2

The results go on:
item	smiles	Rtt109 Vps75	CAL PDZ FP-1	MITF TRPM1 HTS	Wnt act	Tat transport
25	O=S(=O)(Nc1ccc(Cl)cn1)c1ccc(Cl)cc1	1	-1.4	-7	-32	-6
26	Cc1cccc(C)c1OCc1cc(C(=O)N2CCN(c3ccccc3)CC2C)no1 (stereo unspecified)	10	-0.4	13	-1	5
27	O=C(CN(Cc1ccccc1F)C(=O)Cn1nnc(-c2cccs2)n1)NCC1CCCO1 (stereo unspecified)	0	-1.8	-1	-1	-13
28	O=C(CC(CC(=O)c1ccccc1)c1ccncc1)c1ccccc1	11	-0.2	1	-3	1
29	Cc1nn(C(=O)c2cccs2)c(N)c1-c1ccccc1	-2	0.1	90*	47*	7
30	c1ccc(-n2ncc3c(NCc4cccnc4)ncnc32)cc1	-3	-0.9	47	.	-1
31	CCOCCOC(=O)c1ccc(NC(=O)c2cc3ccccc3o2)cc1	-13	-2.0	.	2	2
32	COc1ccc(OCC(=O)Sc2ccc(C)cc2)cc1	-6	0.3	0	.	-15

item	dFosB act	cardiac RTF act	CAL PDZ FP-2	CDK5 inh	V-ATPase pHluor
25	6	-4	-1	1.4	6
26	-9	6	.	-0.3	1
27	-7	3	1	4.3	3
28	0	-8	-8	0.1	0
29	4	9	.	-0.8	0
30	-12	-1	2	1.4	6
31	-18	5	-3	-0.7	-4
32	1	5	0	-0.9	-3

(cont.)
item	smiles	Rtt109 Vps75	CAL PDZ FP-1	MITF TRPM1 HTS	Wnt act	Tat transport
33	CCOc1ccc(N2CC(NS(=O)(=O)c3cccs3)CC2=O)cc1 (stereo unspecified)	-5	-2.4	-2	2	-1
34	COc1ccc(CNC(=O)C2CCC(=O)N(CCCN3CCCC3=O)C2)cc1 (stereo unspecified)	-3	-2.0	1	3	-5
35	OC(COc1ccc2ccccc2c1)Cn1ccnc1 (stereo unspecified)	.	-1.7	1	.	-2
36	CC(C)Cc1cc(C(=O)N2CCCC(C(=O)c3cc(F)ccc3F)C2)n(C)n1 (stereo unspecified)	-1	-2.1	7	-1	-1
37	COc1ccc2nc(NC(=O)NC3CCCCC3)sc2c1	3	-2.2	?	3	-6
38	CCOC(=O)c1cc(C#N)c(Oc2ccccc2)nc1-c1ccccc1	4	.	-15	.	9
39	O=C(COC(=O)c1ccc[nH]c1=O)NC1CCCCC1	5	-0.6	12	0	-2
40	COC(=O)c1ccc(-c2ccc(/C=N/NC(=O)Cc3nnc(N)s3)o2)cc1	-4	-4.3	.	21	-3

item	dFosB act	cardiac RTF act	CAL PDZ FP-2	CDK5 inh	V-ATPase pHluor
33	-2	-3	0	1.7	-2
34	3	2	2	2.1	-1
35	-5	0	1	-2.1	3
36	-2	2	1	.	-5
37	-11	-2	-5	1.6	1
38	-4	-3	-3	-1.8	-4
39	4	0	-1	1.6	1
40	-15	-2	0	0.8	6

More structures.
item	smiles	Rtt109 Vps75	CAL PDZ FP-1	MITF TRPM1 HTS	Wnt act	Tat transport
41	CC(=O)c1ccc(N(CC(=O)NC2CCCC2)C(=O)c2csnn2)cc1	-6	-0.7	-6	-4	4
42	Cc1cc(C)cc(NC(=O)c2c(C)nc3ccccn23)c1	10	-0.1	14	-1	1
43	COc1ccc(N(CC(=O)Nc2cccc([N+](=O)[O-])c2C)S(C)(=O)=O)cc1OC	1	-0.8	-6	1	5
44	CCC(C)N(C(=O)COC(=O)COc1c(C)cc(C)cc1C)C1CCS(=O)(=O)C1 (stereo unspecified)	9	-2.4	-5	0	8
45	Cc1cc(C(=O)OCC(=O)NCCN2C(=O)CSC2=O)ccc1[N+](=O)[O-]	-10	0.2	-8	1	-5
46	COc1ccccc1NC(=O)Nc1ccccc1Br	5	-1.8	3	4	-8
47	O=C1C(c2ccccc2)C(c2ccccc2)NC(c2ccccc2)C1c1ccccc1 (stereo unspecified)	-11	0.0	-5	-15	-1
48	Nc1nc(CSc2ccc(Cl)cc2)nc(N2CCCCC2)n1	-3	0.1	12	-1	17

item	dFosB act	cardiac RTF act	CAL PDZ FP-2	CDK5 inh	V-ATPase pHluor
41	-1	-4	-4	-0.6	-1
42	2	9	-5	0.1	-1
43	0	-2	-2	-1.3	2
44	-4	0	-1	-0.6	-6
45	4	0	90*	-0.2	0
46	-7	3	2	-2.4	-4
47	-3	-8	6	0.5	-2
48	-10	0	-5	0.0	-2

(next part)
item	smiles	Rtt109 Vps75	CAL PDZ FP-1	MITF TRPM1 HTS	Wnt act	Tat transport
49	CC(C)(O)/C=C1/Oc2ccccc2C1N1CCCCC1 (stereo unspecified)	19	-0.4	8	-1	6
50	Cc1cc(C)c(NC(=O)COC(=O)c2nc3nccc(C)n3n2)c(Cl)c1	2	0.3	0	-1	2
51	CC(C1CCN(Cc2cn(C)nc2-c2cccc(Cl)c2)CC1)N1CCOCC1 (stereo unspecified)	-2	-1.6	6	0	-2
52	C=CCN(C(=O)CNC(=O)c1ccco1)C(C(=O)NC1CCCCC1)c1ccccc1 (stereo unspecified)	-7	-0.1	6	-1	-5

item	dFosB act	cardiac RTF act	CAL PDZ FP-2	CDK5 inh	V-ATPase pHluor
49	-1	6	4	-1.2	9
50	-4	-4	.	-0.9	1
51	-1	-5	-1	-0.9	-1
52	-1	12	-8	-0.7	2

Laid out differently: results already given
49: CC(C)(O)/C=C1/Oc2ccccc2C1N1CCCCC1 (stereo unspecified)
  Rtt109 Vps75: 19 | CAL PDZ FP-1: -0.4 | MITF TRPM1 HTS: 8 | Wnt act: -1 | Tat transport: 6 | dFosB act: -1 | cardiac RTF act: 6 | CAL PDZ FP-2: 4 | CDK5 inh: -1.2 | V-ATPase pHluor: 9
50: Cc1cc(C)c(NC(=O)COC(=O)c2nc3nccc(C)n3n2)c(Cl)c1
  Rtt109 Vps75: 2 | CAL PDZ FP-1: 0.3 | MITF TRPM1 HTS: 0 | Wnt act: -1 | Tat transport: 2 | dFosB act: -4 | cardiac RTF act: -4 | CAL PDZ FP-2: . | CDK5 inh: -0.9 | V-ATPase pHluor: 1
51: CC(C1CCN(Cc2cn(C)nc2-c2cccc(Cl)c2)CC1)N1CCOCC1 (stereo unspecified)
  Rtt109 Vps75: -2 | CAL PDZ FP-1: -1.6 | MITF TRPM1 HTS: 6 | Wnt act: 0 | Tat transport: -2 | dFosB act: -1 | cardiac RTF act: -5 | CAL PDZ FP-2: -1 | CDK5 inh: -0.9 | V-ATPase pHluor: -1
